KKLEB cytotox – CF airway cell cytotoxicity counter-screen; AID 602141; KKLEB CF airway cells viability, ATPlite luminescence, overnight; hits give low values; cells stimulated with P. aeruginosa culture filtrate; activity change (cytotoxicity), % at 5 µM; 360,000 compounds, 0.36% hits;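 active = corrected activity change at or below -50% at 5 µM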
NR2E3 ag-1 – activates human photoreceptor nuclear receptor NR2E3; GST-NR2E3/biotin-RetCOR TR-FRET, 1536-well; 320,000 compounds, 0.12% hits; AID 2300; inhibition of corepressor binding, % at 4.78 µM;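 active = percent inhibition above the cutoff of mean plus 3 SD of all tested compounds, set per screening campaign, cut at about 20% in these data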;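 note: 0% = DMSO wells and 100% = biotin wells as full block of FRET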
Target sequence (Q9Y5X4 whole entry, looked up): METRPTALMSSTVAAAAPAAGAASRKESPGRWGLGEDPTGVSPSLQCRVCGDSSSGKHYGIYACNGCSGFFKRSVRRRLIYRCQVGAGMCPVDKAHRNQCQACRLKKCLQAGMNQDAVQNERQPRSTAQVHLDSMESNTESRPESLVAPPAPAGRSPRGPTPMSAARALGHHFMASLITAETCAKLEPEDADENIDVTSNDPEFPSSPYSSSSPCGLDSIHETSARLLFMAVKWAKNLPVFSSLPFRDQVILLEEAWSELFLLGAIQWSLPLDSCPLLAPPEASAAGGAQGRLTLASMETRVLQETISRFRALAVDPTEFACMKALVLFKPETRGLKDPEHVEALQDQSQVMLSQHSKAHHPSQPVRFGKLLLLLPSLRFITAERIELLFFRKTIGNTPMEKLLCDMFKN
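Test system: GST-NR2E3 and biotin-RetCOR proteins | Quantity: 1.35 nM GST-tagged NR2E3 final | Medium: Tris pH 7.5 | Also added: 7 nM biotin-RetCOR | Dosing: Compound at 4.8 µM, single dose | Timing: 5 h at 4 °C | Detection: Time-resolved FRET | Read-out basis: Percent inhibition | Benchmarks: Biotin wells as high control, 0.6% DMSO wells as low control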
TROY NFkB inh – blocks TROY-dependent signaling in reporter cells. Q293 LMP1-TROYcd NF-kB luciferase reporter, 4 h. inhibition, % at 10 µM. 360,000 compounds, 0.98% hits. AID 1347056;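 active = compounds whose plate-normalised and pattern-corrected inhibition of the luciferase reporter signal at the single screening dose is 50% or more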
CF NFkB inh – inhibitors of cystic fibrosis induced NF-kB | KKLEB NF-kB-GFP reporter, PAF-induced, GFP fluorescence overnight | inhibition, % at 5 µM | 360,000 compounds, 0.86% hits;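 active = at least 50% inhibition at 5 µM, scaled per plate between neutral and stimulator controls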;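 note: PAF is a Pseudomonas aeruginosa culture filtrate used as stimulus; plate controls were PAF-stimulated DMSO wells for no effect and unstimulated DMSO wells for full effect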
TRPM1 prom inh – inhibitors of MITF-driven TRPM1 promoter in melanoma cells | SK-MEL-5 TRPM1 promoter luciferase, 24 h | inhibition, % at 12.5 µM | 330,000 compounds, 0.83% hits;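 active = mean inhibition across replicates of 60% or more, whatever share of single replicates reaches that level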; note: values of inactives mirror those of a sister screen read the other way
HIF-2a block – inhibitors of HIF-2a; 786-0 RCC cells HIF-2a reporter, luciferase luminescence, overnight; inhibition, % at 18.8 µM; 360,000 compounds, 0.72% hits; AID 624352;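 active = inhibition of the luminescence signal of 40% or more relative to plate controls, in a single-dose primary screen at 18.75 µM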
TWEAK Fn14 block – TWEAK-Fn14 signaling inhibition. inhibition, % at 10 µM. TWEAK-stimulated Fn14 reporter cells, luciferase luminescence, 8 h. 360,000 compounds, 2% hits. AID 1159606; in the data active = inhibition above about 50%
TRAIL sens C8 – caspase-8 TRAIL sensitization; AID 624354; inhibition (viability loss, TRAIL sensitization), % at 10 µM; NB7+C8 cells + TRAIL, ATPlite viability luminescence; 360,000 compounds, 1% hits;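 active = compounds causing at least 50% loss of cell viability in the single-dose screen, relative to plate controls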
Shn3 inh set2 – inhibitors of Schnurri-3 3'UTR reporter in osteoblasts; Clone20 osteoblast Shn3 3'UTR firefly luciferase, 24 h; inhibition, % at 12.5 µM; 360,000 compounds, 0.52% hits; AID 588674;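 active = mean inhibition of at least 75% with every replicate also reaching 75%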;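 note: 0% = median of neutral control wells and 100% = pilot-screen positive control compound; some compounds past the cut are filed as inactive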
Peg3 prom inh – inhibitors of Peg3 promoter | HeLa PEG-Prom luciferase reporter, luminescence, overnight | inhibition, % at 20 µM | 360,000 compounds, 1.7% hits | AID 588405;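 active = inhibition of at least 50% at 20 µM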
NR2E3 ag-2 – activates human NR2E3 receptor; AID 602229; CHO-S Gal4-NCOR/VP16-NR2E3 two-hybrid, luciferase; inhibition of corepressor binding, % at 3.98 µM; 360,000 compounds, 0.35% hits;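 active = inhibition above the mean of all tested compounds plus 3 SD, cut at about 70% in these data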;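 note: 0% = DMSO with NR2E3 transfected cells and 100% = cells lacking NR2E3 construct; higher means lower luciferase signal from less NR2E3 corepressor binding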
The depositor's hits bear a star.

How did CC1Cc2cc(S(=O)(=O)N3CCN(C)CC3)ccc2N1C(=O)C1CC1 (stereo not given) do in these assays?
KKLEB cytotox: 10; NR2E3 ag-1: -3; TROY NFkB inh: -12; CF NFkB inh: 9; TRPM1 prom inh: 6; HIF-2a block: -10; TWEAK Fn14 block: -9; TRAIL sens C8: 9; Shn3 inh set2: -11; Peg3 prom inh: 6; NR2E3 ag-2: 10

Results for O=C1OC(Oc2ccc(Br)cc2)(c2ccccc2)c2ccccc21 (stereo not given) ?
KKLEB cytotox: 8; TROY NFkB inh: -33; CF NFkB inh: 50*; TRPM1 prom inh: 5; HIF-2a block: -126; TWEAK Fn14 block: 7; TRAIL sens C8: 15; Shn3 inh set2: -10; Peg3 prom inh: -41; NR2E3 ag-2: -3

Results for COc1ccc(CCNC(=O)CN2C(=O)CSc3ccc(S(=O)(=O)N4CCOCC4)cc32)cc1OC ?
KKLEB cytotox: -16; NR2E3 ag-1: -1; TROY NFkB inh: 11; CF NFkB inh: -7; TRPM1 prom inh: -2; HIF-2a block: 8; TWEAK Fn14 block: -1; TRAIL sens C8: -2; Shn3 inh set2: -2; Peg3 prom inh: 13; NR2E3 ag-2: -24

Results for Cc1cccc(NC(=O)c2cc(S(=O)(=O)N3CCCCC3)c[nH]2)c1 ?
KKLEB cytotox: -6; TROY NFkB inh: -8; CF NFkB inh: 3; HIF-2a block: 9; TWEAK Fn14 block: 7; TRAIL sens C8: 9; Shn3 inh set2: 6; Peg3 prom inh: 11; NR2E3 ag-2: -6

What do the screens show for `O=C(COC(=O)CNC(=O)c1ccc(Cl)cc1Cl)NC1CC1`?
KKLEB cytotox: 18; TROY NFkB inh: -8; CF NFkB inh: -4; TRPM1 prom inh: 8; HIF-2a block: 11; TWEAK Fn14 block: -11; TRAIL sens C8: 24; Shn3 inh set2: 5; Peg3 prom inh: -26; NR2E3 ag-2: -8

How did CCOC(=O)c1ccc(NC(=O)COC(=O)Cc2csc(-c3ccccc3)n2)cc1 do in these assays?
KKLEB cytotox: -9; NR2E3 ag-1: -1; TROY NFkB inh: -23; CF NFkB inh: 16; TRPM1 prom inh: -17; HIF-2a block: -35; TWEAK Fn14 block: -19; TRAIL sens C8: -1; Shn3 inh set2: -28; Peg3 prom inh: -17; NR2E3 ag-2: -16

How did Cc1ccccc1C(=O)N(CC(=O)Nc1sc(C)c(C)c1C(N)=O)C1CCCC1 do in these assays?
KKLEB cytotox: -12; NR2E3 ag-1: 2; TROY NFkB inh: 0; CF NFkB inh: -2; TRPM1 prom inh: 5; HIF-2a block: 22; TWEAK Fn14 block: 17; TRAIL sens C8: -15; Shn3 inh set2: 6; Peg3 prom inh: 8; NR2E3 ag-2: 6

Results for Cc1cc(O)c(/C=N/Nc2ccccc2)c(=O)o1 ?
KKLEB cytotox: 13; NR2E3 ag-1: 0; TROY NFkB inh: -1; CF NFkB inh: -14; TRPM1 prom inh: -1; HIF-2a block: -12; TWEAK Fn14 block: 10; TRAIL sens C8: 4; Peg3 prom inh: 0; NR2E3 ag-2: -18

How did CC(C)CN1C=C2C(=O)C(C)(OC(=O)CCc3ccccc3)C(=O)C=C2C=C1c1ccc(C#N)cc1 (stereo not given) do in these assays?
KKLEB cytotox: 17; NR2E3 ag-1: 1; TROY NFkB inh: 7; CF NFkB inh: -20; TRPM1 prom inh: 0; HIF-2a block: -3; TWEAK Fn14 block: 1; TRAIL sens C8: -3; Shn3 inh set2: 23; Peg3 prom inh: 6; NR2E3 ag-2: -22

Results for CSc1ccc(Cl)c(C(=O)NCCOc2ccccc2)c1 ?
KKLEB cytotox: 6; NR2E3 ag-1: 4; TROY NFkB inh: -33; CF NFkB inh: -4; TRPM1 prom inh: -22; HIF-2a block: -101; TWEAK Fn14 block: -21; TRAIL sens C8: 6; Shn3 inh set2: 2; Peg3 prom inh: -81; NR2E3 ag-2: -25

How did FC(F)(F)c1nnc2ccc(N3CCOCC3)nn12 do in these assays?
KKLEB cytotox: -4; NR2E3 ag-1: 0; TROY NFkB inh: 14; CF NFkB inh: 0; TRPM1 prom inh: -3; HIF-2a block: 12; TWEAK Fn14 block: 1; TRAIL sens C8: -2; Shn3 inh set2: -9; Peg3 prom inh: 4; NR2E3 ag-2: -19

What do the screens show for `N#Cc1ccc(S(=O)(=O)NC[C@H]2O[C@@H](n3cnc4c(N)ncnc43)[C@H](O)[C@@H]2O)cc1`?
KKLEB cytotox: 9; TROY NFkB inh: -12; CF NFkB inh: -9; TRPM1 prom inh: 18; HIF-2a block: 5; TWEAK Fn14 block: -7; TRAIL sens C8: -19; Shn3 inh set2: -12; Peg3 prom inh: -1; NR2E3 ag-2: -24

Results for Cc1cc(C(=O)N/N=C/c2ccc([N+](=O)[O-])o2)c(C)o1 ?
KKLEB cytotox: -5; NR2E3 ag-1: 1; TROY NFkB inh: 22; CF NFkB inh: -2; TRPM1 prom inh: 83*; HIF-2a block: 13; TWEAK Fn14 block: 9; TRAIL sens C8: 21; Shn3 inh set2: 6; Peg3 prom inh: -11; NR2E3 ag-2: -8

Results for CN(C(=O)COc1ncnc2sccc12)c1ccccc1 ?
KKLEB cytotox: -3; NR2E3 ag-1: -2; TROY NFkB inh: -4; CF NFkB inh: -10; TRPM1 prom inh: -9; HIF-2a block: 3; TWEAK Fn14 block: -13; TRAIL sens C8: -6; Shn3 inh set2: 8; Peg3 prom inh: 6; NR2E3 ag-2: 7

Results for CCOc1ccc(OCCC(=O)N(CC)CC(=O)NCc2ccc(Cl)cc2)cc1 ?
KKLEB cytotox: 4; NR2E3 ag-1: 0; TROY NFkB inh: -23; CF NFkB inh: -12; TRPM1 prom inh: -3; HIF-2a block: -39; TWEAK Fn14 block: -3; TRAIL sens C8: -10; Shn3 inh set2: -2; Peg3 prom inh: -20; NR2E3 ag-2: -4

How did Cc1ccc(C(=O)C=Cc2ccc3c(c2)OCO3)c(C)c1 do in these assays?
KKLEB cytotox: -13; TROY NFkB inh: -53; CF NFkB inh: 19; HIF-2a block: -320; TWEAK Fn14 block: 5; TRAIL sens C8: 2; Shn3 inh set2: -58; Peg3 prom inh: -92; NR2E3 ag-2: -45

How did N#CC1=C(N)OC2=C(C(=O)CCC2)C1c1cc2c(cc1Cl)OCO2 (stereo not given) do in these assays?
KKLEB cytotox: 7; NR2E3 ag-1: 6; TROY NFkB inh: 8; CF NFkB inh: -12; TRPM1 prom inh: -3; HIF-2a block: 22; TWEAK Fn14 block: -11; TRAIL sens C8: 2; Shn3 inh set2: -3; Peg3 prom inh: 7; NR2E3 ag-2: -3

Results for COc1ccc(NC(=O)c2ccc3c(=O)n(-c4ccc(OC)cc4OC)c(=S)[nH]c3c2)c(OC)c1 ?
KKLEB cytotox: 8; NR2E3 ag-1: -3; TROY NFkB inh: 4; CF NFkB inh: 19; TRPM1 prom inh: 8; HIF-2a block: 3; TWEAK Fn14 block: 7; TRAIL sens C8: -4; Shn3 inh set2: 38; Peg3 prom inh: -6; NR2E3 ag-2: -10

How did COc1cc(Cl)c(C)cc1NC(=O)Cn1c(NCCO)nc2ccccc21 do in these assays?
KKLEB cytotox: -4; NR2E3 ag-1: 7; TROY NFkB inh: 1; CF NFkB inh: 6; TRPM1 prom inh: -3; HIF-2a block: 10; TWEAK Fn14 block: -15; TRAIL sens C8: 5; Shn3 inh set2: 4; Peg3 prom inh: -8; NR2E3 ag-2: 8

What do the screens show for `Oc1ccc(-c2n[nH]c(=S)n2-c2ccc3c(c2)OCCO3)c(O)c1`?
KKLEB cytotox: 5; NR2E3 ag-1: 0; TROY NFkB inh: -5; CF NFkB inh: 50; TRPM1 prom inh: -2; HIF-2a block: -12; TWEAK Fn14 block: 52*; TRAIL sens C8: -6; Shn3 inh set2: -18; Peg3 prom inh: 34; NR2E3 ag-2: -51

Results for Cc1cccc(OCc2ccc(C(=O)Nc3ccc(F)cc3)cc2)c1 ?
KKLEB cytotox: 1; NR2E3 ag-1: 1; TROY NFkB inh: -10; CF NFkB inh: -4; TRPM1 prom inh: 13; HIF-2a block: -12; TWEAK Fn14 block: 7; TRAIL sens C8: 7; Shn3 inh set2: 9; Peg3 prom inh: 6; NR2E3 ag-2: -46

What do the screens show for `CC(=O)Nc1ccc(S(=O)(=O)N2CCC(NC(C)=O)(c3cccc(F)c3)CC2)cc1`?
KKLEB cytotox: 9; NR2E3 ag-1: -4; TROY NFkB inh: 19; CF NFkB inh: -2; TRPM1 prom inh: 22; HIF-2a block: 20; TWEAK Fn14 block: 2; TRAIL sens C8: 11; Shn3 inh set2: -2; Peg3 prom inh: 12; NR2E3 ag-2: 8

Results for NC(=O)C1(N2CCCCC2)CCN(S(=O)(=O)c2ccc(Cl)s2)CC1 ?
KKLEB cytotox: 6; NR2E3 ag-1: 0; TROY NFkB inh: -16; CF NFkB inh: 2; TRPM1 prom inh: -23; HIF-2a block: -5; TWEAK Fn14 block: 6; TRAIL sens C8: -9; Shn3 inh set2: 8; Peg3 prom inh: 4; NR2E3 ag-2: -1

Results for CC(Oc1ccc(Cl)cc1)C(=O)Nc1ncccn1 (stereo not given) ?
KKLEB cytotox: -1; NR2E3 ag-1: 3; TROY NFkB inh: 6; CF NFkB inh: 8; TRPM1 prom inh: 7; HIF-2a block: 6; TWEAK Fn14 block: -1; TRAIL sens C8: -19; Shn3 inh set2: -6; Peg3 prom inh: -5; NR2E3 ag-2: -3

What do the screens show for `O=C(NCCc1ccc(Cl)cc1)c1ccc2[nH]c(=O)c(=O)[nH]c2c1`?
KKLEB cytotox: 6; NR2E3 ag-1: -2; TROY NFkB inh: -37; CF NFkB inh: -9; TRPM1 prom inh: 8; HIF-2a block: -12; TWEAK Fn14 block: 13; TRAIL sens C8: -13; Shn3 inh set2: -21; Peg3 prom inh: -21; NR2E3 ag-2: 9

What do the screens show for `Cc1ccc(NC2=C(Cl)C(=O)c3ccccc3C2=O)cc1`?
KKLEB cytotox: 6; NR2E3 ag-1: -6; TROY NFkB inh: -39; CF NFkB inh: 16; TRPM1 prom inh: 103*; HIF-2a block: -55; TWEAK Fn14 block: 11; TRAIL sens C8: 48; Shn3 inh set2: -59; Peg3 prom inh: 96*; NR2E3 ag-2: 0

Results for CC(NC(=O)CN1c2cccc3cccc(c23)S1(=O)=O)c1ccc(S(N)(=O)=O)cc1 (stereo not given) ?
KKLEB cytotox: -7; NR2E3 ag-1: 4; TROY NFkB inh: -1; CF NFkB inh: -1; TRPM1 prom inh: 28; HIF-2a block: 0; TWEAK Fn14 block: -6; TRAIL sens C8: -13; Shn3 inh set2: -9; Peg3 prom inh: 9; NR2E3 ag-2: 8

Compound activity deposited in PubChem BioAssay by several laboratories.

Only part of the results is shown; the hit share may differ from the screen's.
